PPC-1+TRAIL kill = kills PPC-1 cancer cells in the presence of TRAIL; PPC-1 cells + TRAIL, ATPLite viability luminescence; cell killing (% activity), % at 4 µM; actives 0.41% (n = 220,000); AID 1443;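 active means cell killing above 50% in the first pass at 4 µM, then a duplicate retest at 5 µM averaging 50% or more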;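 further: plate controls were cells with TRAIL plus DMSO for no effect and medium-only wells lacking cells for full effect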
TNF necrop inh = inhibitors of TNF-alpha induced necroptosis in Jurkat FADD-/- cells; actives 0.068% (n = 220,000); Jurkat FADD-/- TNF necroptosis rescue, ATP luminescence, 24 h; 0 = TNF only, 100 = no-TNF cells; activation (protection from cell death), % at 10 µM;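 active means activation, meaning protection from cell death, of at least 50% relative to plate controls; inactive means activation below 50%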;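 further: necroptosis triggered by 40 ng/mL TNF-alpha added together with compound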
TbHK1 inh = blocks Trypanosoma brucei hexokinase 1 activity. recombinant TbHK1, G6PDH-coupled NADH A340. inhibition, % at 10 µM. actives 0.11% (n = 220,000). AID 1430;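 active means inhibition of 50% or more in the single-dose primary screen; inactive means inhibition below 50%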
FXIa inh 1536 = blocks human coagulation factor XIa protease activity | P03951 | inhibition, % at 5 µM | purified FXIa, Boc-Glu-Ala-Arg-AMC fluorogenic substrate | actives 0.14% (n = 220,000);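 active means inhibition of at least 40%; inactive means inhibition below 40%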;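 further: fluorescence of freed AMC excited at 355 nm; 0% = enzyme without compound and 100% = no enzyme blank; many of its hits are not listed in these tables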
CHOP inhibitor = blocks CHOP induction under ER stress; actives 3.8% (n = 220,000); CHO-K1 CHOP-promoter luciferase, tunicamycin-induced, 15-18 h; inhibition, % at 10 µM;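 active means compounds that reduced the stress-induced luciferase reporter signal by more than about 70% of percent inhibition, limit read from the data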;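 further: 0% = tunicamycin plus vehicle and 100% = wells without tunicamycin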
L929 necroptosis = L929 zVAD cell death inhibition | L929 zVAD necroptosis rescue, ATP luminescence, 24 h; with zVAD 60 µM | viability rescue, % at 10 µM | actives 0.38% (n = 220,000);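 active means activation, scaled between plate controls, above about 75%, limit read from the data; inactive means activation under that limit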;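 further: 0% = zVAD with DMSO and 100% = DMSO alone without zVAD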
EP2 antag = blocks the human prostaglandin E2 receptor EP2 | P43116 | C6 glioma cells expressing human EP2, cAMP TR-FRET; cells stimulated with saturating PGE2 | inhibition, % at 25 µM | actives 0.52% (n = 260,000);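 active means percent inhibition above 40 after rounding to a whole number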;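 further: rat C6 glioma host cells with rolipram phosphodiesterase inhibitor present; the protocol text gives 20 µM as final concentration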
Target sequence (P43116 whole entry, looked up): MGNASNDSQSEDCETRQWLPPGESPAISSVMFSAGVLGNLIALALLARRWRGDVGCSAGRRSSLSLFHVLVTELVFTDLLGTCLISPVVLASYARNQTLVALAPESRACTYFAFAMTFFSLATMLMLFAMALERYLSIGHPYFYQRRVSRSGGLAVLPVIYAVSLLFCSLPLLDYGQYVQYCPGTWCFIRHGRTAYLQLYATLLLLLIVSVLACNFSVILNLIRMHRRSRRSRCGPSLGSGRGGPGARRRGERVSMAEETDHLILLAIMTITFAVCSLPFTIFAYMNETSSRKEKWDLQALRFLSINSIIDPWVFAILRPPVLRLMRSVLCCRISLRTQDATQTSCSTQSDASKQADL
FXIIa inh = blocks human coagulation factor XIIa protease activity. P00748. actives 0.3% (n = 220,000). inhibition, % at 5 µM. purified FXIIa, Boc-QGR-AMC fluorogenic substrate, 2 h. AID 800; in the data active means inhibition above about 40%;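 further: 0% = enzyme with no compound and 100% = blank without enzyme; many of its hits are not listed in these tables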
Target sequence (P00748 20-372 limits assumed): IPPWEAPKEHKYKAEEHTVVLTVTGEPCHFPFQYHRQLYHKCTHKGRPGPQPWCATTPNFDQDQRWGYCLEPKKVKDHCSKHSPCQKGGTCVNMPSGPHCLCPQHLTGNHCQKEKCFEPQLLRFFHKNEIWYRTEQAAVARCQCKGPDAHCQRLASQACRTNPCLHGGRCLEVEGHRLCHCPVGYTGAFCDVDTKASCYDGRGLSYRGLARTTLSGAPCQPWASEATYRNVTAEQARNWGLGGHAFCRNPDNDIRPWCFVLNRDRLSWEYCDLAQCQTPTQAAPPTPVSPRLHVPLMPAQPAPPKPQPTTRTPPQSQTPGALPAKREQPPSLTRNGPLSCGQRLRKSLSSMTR
Target sequence (P00748 373-615 limits assumed): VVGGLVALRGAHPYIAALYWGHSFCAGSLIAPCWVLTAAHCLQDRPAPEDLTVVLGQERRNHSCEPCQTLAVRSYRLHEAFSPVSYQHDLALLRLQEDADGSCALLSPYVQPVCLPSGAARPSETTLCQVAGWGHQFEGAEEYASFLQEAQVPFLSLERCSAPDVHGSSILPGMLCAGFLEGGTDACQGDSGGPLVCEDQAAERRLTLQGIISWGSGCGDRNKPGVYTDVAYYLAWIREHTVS
Wee1 stabilizer = blocks degradation of human Wee1 kinase | AID 1321 | actives 1.2% (n = 220,000) | reporter increase, % at 5 µM | P30291 | HeLa Luc-Wee1K328M stability, luciferase luminescence; 100% = proteasome inhibitor MG132 effect;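 active means activation above the mean of all tested compounds plus 3 SD, set per screening run, cut at about 8.8% in these data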;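 further: cells exposed to compound for 20 h before luminescence read; 0% = DMSO alone and 100% = MG132 at 30 µM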
Numbers without * were called inactive; nt = not tested or not shown; & = joins results of further samples. Only part of the results is shown. The share of hits here may be higher or lower than overall.

SMILES	EP2 antag	CHOP inhibitor	FXIa inh 1536	TNF necrop inh	FXIIa inh	Wee1 stabilizer	L929 necroptosis	TbHK1 inh	PPC-1+TRAIL kill
O=C(Cn1nnc2c(sc3nc4c(c(-c5ccccc5)c32)CCC4)c1=O)c1ccccc1	12	-2	4	1.2	13	-1	-0.5	-18	39
COCCN1C(=O)C(O)=C(C(=O)c2cccs2)C1c1ccccc1 (stereo unspecified)	16	-6	-4	-4.0	0	-1	-0.3	-13	0
Cc1n[nH]c(C)c1CCOc1ccc(C(C)C)cc1	12	2	-1	-3.5	-2	2	-0.1	8	3
N#CC(C(=O)NCc1ccco1)c1nc2ccccc2nc1N1CCOCC1 (stereo unspecified)	2	42	4	-4.6	-6	-2	0.4	-9	15
CCCCOc1ccc(-c2nnn(CC(=O)NCc3ccco3)n2)cc1	11	0	0	-8.9	-10	5	0.2	5	11
CC(=O)N1c2ccccc2C(C)=CC1(C)C	1	14	0	0.0	8	0	0.2	-6	10
COc1ccc(-n2ccnc2CN2CCCC(CO)(Cc3cccc(OC)c3)C2)cc1 (stereo unspecified)	5	19	-4	-0.4	4	0	-1.2	-4	5
CCN1C(=O)CC(N2CCN(c3cccc(OC)c3)CC2)C1=O (stereo unspecified)	10	2	-5	0.3	1	-1	0.0	5	-4

More structures follow:
SMILES	EP2 antag	CHOP inhibitor	FXIa inh 1536	TNF necrop inh	FXIIa inh	Wee1 stabilizer	L929 necroptosis	TbHK1 inh	PPC-1+TRAIL kill
Cc1cc(C)nc(NC(=O)c2ccc(C)c([N+](=O)[O-])c2)n1	14	-12	-14	-1.7	0	-2	0.4	-2	2
Cc1cc2ncn(S(=O)(=O)c3ccc(S(=O)(=O)N4CCCCCC4)cc3)c2cc1C	0	nt	nt	0.6	nt	3	0.3	1	nt
O=C(CCN1CCCCC1)Nc1cccc(Cl)c1	14	25	-3	2.5	10	-1	0.9	3	28
CC(=O)N(Cc1ccccc1C)c1cccc(C)c1C	2	-3	-2	-2.2	4	-1	-1.2	-3	-21
C#CCOCCOCCOCCNc1nc(N2CCN(C(=O)[C@H]([C@@H](C)CC)n3cc(CCCN=C(N)N)nn3)CC2)nc(N2CCN(C(=O)[C@H](C)n3cc(CCCN=C(N)N)nn3)CC2)n1	nt	-2	-3	1.0	5	-3	0.8	3	-20
O=C(N/N=C/C1CC=CCC1)c1ccc(Cl)cc1O (stereo unspecified)	3	1	-13	1.8	3	0	0.8	-7	-5
CCOc1cc(/C=N/NC(=O)c2cccnc2)ccc1OCC(=O)N1CCOCC1	7	5	0	1.5	3	-2	0.0	-64	7
O=C(Nc1ccccn1)C12CC3CC(CC(C3)C1)C2	10	-17	-1	0.6	1	2	-0.4	-1	0

Carrying on:
SMILES	EP2 antag	CHOP inhibitor	FXIa inh 1536	TNF necrop inh	FXIIa inh	Wee1 stabilizer	L929 necroptosis	TbHK1 inh	PPC-1+TRAIL kill
Nc1nonc1-n1nnc(C(=O)N/N=C/c2ccc(Br)cc2)c1CSC1=NCCS1	10	-13	1	-6.8	4	6	78*	1	17
COC(=O)c1ccccc1OC(=O)c1cc[n+]([O-])cc1	1	9	6	-0.1	1	-2	0.6	2	13
CCn1c(=NC(=O)c2ccc(S(=O)(=O)N3CCOCC3)cc2)sc2cccc(OC)c21	15	83*	1	-9.6	12	-1	77*	-18	29
CCCNC(=O)CSC1=N/C(=C/c2ccc(F)cc2)C(=O)N1CC	1	62	4	1.1	9	-1	0.7	-17	2
CCSc1nnc(NC(NC(=O)c2ccco2)(C(F)(F)F)C(F)(F)F)s1	16	-3	1	-0.1	12	-1	2.1	-7	12
c1ccc(C(c2ccccc2)c2noc(CN3CCC(c4ccncc4)CC3)n2)cc1	6	26	0	1.0	3	-4	0.1	-12	-3
CC(c1nnnn1C1CCCCC1)N(Cc1ccccc1)Cc1cccnc1 (stereo unspecified)	16	2	1	-1.6	4	1	0.0	-5	13
COCCN(C(=O)/C=C/c1ccccc1)c1c(N)n(Cc2ccccc2)c(=O)[nH]c1=O	1	14	-1	0.2	9	-2	4.1	-4	-14

Compound profiles (already shown). Screens in order: EP2 antag, CHOP inhibitor, FXIa inh 1536, TNF necrop inh, FXIIa inh, Wee1 stabilizer, L929 necroptosis, TbHK1 inh, PPC-1+TRAIL kill
Entry for `Nc1nonc1-n1nnc(C(=O)N/N=C/c2ccc(Br)cc2)c1CSC1=NCCS1` = 10, -13, 1, -6.8, 4, 6, 78*, 1, 17
Entry for `CCn1c(=NC(=O)c2ccc(S(=O)(=O)N3CCOCC3)cc2)sc2cccc(OC)c21` = 15, 83*, 1, -9.6, 12, -1, 77*, -18, 29
Entry for `CC(c1nnnn1C1CCCCC1)N(Cc1ccccc1)Cc1cccnc1` (stereo unspecified) = 16, 2, 1, -1.6, 4, 1, 0.0, -5, 13

The listing continues:
SMILES	EP2 antag	CHOP inhibitor	FXIa inh 1536	TNF necrop inh	FXIIa inh	Wee1 stabilizer	L929 necroptosis	TbHK1 inh	PPC-1+TRAIL kill
COc1ccccc1NS(=O)(=O)c1ccc(C(N)=O)cc1	8	2	1	-0.5	8	2	-0.2	-1	6
CC1C(C)C(O)(c2ccccc2)CCN1C (stereo unspecified)	13	-15	5	-0.8	11	1	0.1	3	16
O=C(C(Cc1ccccc1)n1cccc1)N1CCCCC1 (stereo unspecified)	9	56	4	-1.3	11	-1	-0.2	2	5
Cc1cc(C)cc(N(C(C)C(=O)N2CCCCC2)S(C)(=O)=O)c1 (stereo unspecified)	6	6	16	1.4	12	-1	1.1	-1	1
NC1=NC2(CCCCC2)N=C(Nc2ccc(Br)cc2)N1	8	-12	-9	-3.3	-1	-1	0.5	0	14
Cc1ccc(Sc2nc([N+](=O)[O-])nn2C)cc1	6	-7	6	22	9	2	2.0	4	-2
FC(F)(F)c1ccc2nnc(-c3c(Cl)cccc3Cl)n2c1	11	29	8	0.1	17	-1	1.4	-2	23
COc1ccc(NC(=O)c2ccccc2Sc2ccc(NC(C)=O)nc2)cc1	7	19	1	0.4	14	-2	69	0	12

As a working copy, some entries already given.
SMILES	EP2 antag	CHOP inhibitor	FXIa inh 1536	TNF necrop inh	FXIIa inh	Wee1 stabilizer	L929 necroptosis	TbHK1 inh	PPC-1+TRAIL kill
COc1ccccc1NS(=O)(=O)c1ccc(C(N)=O)cc1	8	2	1	-0.5	8	2	-0.2	-1	6
CC1C(C)C(O)(c2ccccc2)CCN1C (stereo unspecified)	13	-15	5	-0.8	11	1	0.1	3	16
O=C(C(Cc1ccccc1)n1cccc1)N1CCCCC1 (stereo unspecified)	9	56	4	-1.3	11	-1	-0.2	2	5

Other results.
SMILES	EP2 antag	CHOP inhibitor	FXIa inh 1536	TNF necrop inh	FXIIa inh	Wee1 stabilizer	L929 necroptosis	TbHK1 inh	PPC-1+TRAIL kill
COc1ccc(C(O)c2nccn2Cc2ccccc2)cc1OC (stereo unspecified)	4	-6	13	-1.4	7	-2	0.3	1	12
CC(C)OCCCNC(=O)c1ccc(NS(C)(=O)=O)cc1	12	16	-1	0.0	12	2	-0.2	5	10
CCOc1cccc2cc(-c3nnc(NCc4ccc5c(c4)OCO5)s3)c(=O)oc12	5	60	0	1.5	3	1	0.2	-10	-2
CN1C(=O)C(CCC(N)=O)NC1=S (stereo unspecified)	9	6	2	1.7	2	-1	1.1	-7	-2
O=C(OCn1nnc2ccccc2c1=O)C1CCCCC1	14	25	3	-2.2	20	1	0.0	3	0
CCCc1cc(N2CCCC(C(=O)NCC)C2)n2ncnc2n1 (stereo unspecified)	6&17	0	2	0.9	14	0	0.1	36	9
O=Cc1s/c(=N\S(=O)(=O)c2ccccc2)n(CCCCl)c1Cl	22	107*	-2	19	11	-1	6.3	-17	26
CCN(CC)S(=O)(=O)c1cccc(C(=O)Nc2cc(C)cc(C)c2)c1	15	10	0	2.8	12	2	10.0	0	11

Next section:
SMILES	EP2 antag	CHOP inhibitor	FXIa inh 1536	TNF necrop inh	FXIIa inh	Wee1 stabilizer	L929 necroptosis	TbHK1 inh	PPC-1+TRAIL kill
Cc1cccc(C)c1N=C1NN=C(c2ccccc2F)CS1	10	40	5	1.5	11	-2	0.4	-5	-30
Cc1cc(C(=O)N2CCC(C(=O)O)CC2)c(C)o1	13	5	-2	1.2	3	2	0.6	-5	-14
CCOc1ccc(S(=O)(=O)Nc2nc3cc(OC)ccc3s2)cc1	4	46	-7	-0.1	12	1	0.2	-9	-4
O=C(COC(=O)C1CCC1)Nc1ccc(OC(F)F)cc1	nt	19	8	1.9	10	-2	-1.1	-4	12
CCN1C(=O)CS/C1=N\S(=O)(=O)c1ccccc1	9	8	-3	1.7	3	2	0.9	4	13
O=C(NCc1ccccn1)C(F)(F)C(F)(F)C(=O)NCc1ccccn1	9	-19	-1	-1.7	9	2	0.8	-2	6
O=C(CNc1cccc2ccccc12)N/N=C/C(Br)=C/c1ccccc1	4	106*	2	-2.9	22	3	0.4	-5	1
O=C(CN1C(=O)/C(=C\c2ccc(F)cc2)Oc2ccccc21)N1CCN(c2ccccn2)CC1	8	90*	7	-1.0	3	-1	-0.2	-17	-1

Further compounds
SMILES	EP2 antag	CHOP inhibitor	FXIa inh 1536	TNF necrop inh	FXIIa inh	Wee1 stabilizer	L929 necroptosis	TbHK1 inh	PPC-1+TRAIL kill
CSc1c(-c2ccccc2)nc2ccccc2c1C(=O)O	8	-4	1	-1.5	12	-1	-0.3	-2	-4
CCN(Cc1ccccc1)S(=O)(=O)c1cc(C(=O)c2c(N)n(C)c(=O)n(C)c2=O)ccc1OC	6	5	-8	-0.4	3	5	0.1	-6	14
Cc1[nH]c2ccccc2c1/C=N/Nc1nc(Nc2ccccc2)nc(N2CCOCC2)n1	20	-79	4	-8.6	16	-1	1.0	-8	26
N#CC1=C(N)Oc2n[nH]c(-c3ccccc3)c2C1c1ccsc1 (stereo unspecified)	8&3	3	7	-3.7	14	-2	nt	-2	25
O=C(NCc1ccc(F)cc1)c1ccc(S(=O)(=O)Nc2cccc(C(F)(F)F)c2)cc1	4	33	5	4.7	10	1	1.5	37	22
CCOc1cc(CN2CCN(c3cccc(C(F)(F)F)c3)CC2)ccc1O	3	8	0	-2.5	15	-3	-0.8	2	9
O=C(OCC(=O)N1CCN(C(=O)c2ccco2)CC1)c1cc(-c2ccccc2)nc2ccccc12	25	14	1	-6.5	8	1	-0.4	-12	2
Cc1cc(C)c(S(C)(=O)=O)c(Sc2ccc(Cl)cc2)n1	8	33	0	-5.3	9	1	-0.1	-4	10

Bioassay records from PubChem BioAssay.
